NR3A LBD binder: modulators (binders) of human NR3A ligand-binding domain | NR3A LBD differential scanning fluorimetry, Tm shift; 0% = protein alone, 100% = glycine-bound protein | AID 1259313 | Tm shift relative to glycine control, % at 25 µM | 340,000 tested, 2.5% active;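 active means melting temperature shift of at least 10% of the positive control shift, at one fixed dose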
TIM10 inh: growth inhibitors of TIM10 yeast strain | S. cerevisiae TIM10 strain growth, BacTiter-Glo luminescence, 24 h | inhibition, % at 10 µM | 330,000 tested, 1.4% active;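 active means inhibition of 40% or more at the single tested concentration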;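 further: wild-type TIM10 isogenic control strain grown at permissive 25 °C; 0% = DMSO yeast wells and 100% = minimal medium wells without yeast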
APJ antag: blocks the human apelin receptor APJ; P35414; CHO-K1 APJ beta-arrestin complementation, luminescence; 330,000 tested, 0.32% active; inhibition, % at 20 µM;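 active means inhibition above about 40% at 20 µM, limit read from the data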;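 further: cells challenged with 10 nM apelin-13 agonist together with compound; plate controls were apelin-13 plus DMSO wells for no effect and DMSO wells lacking apelin-13 for full effect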
Target sequence (P35414 whole entry, looked up): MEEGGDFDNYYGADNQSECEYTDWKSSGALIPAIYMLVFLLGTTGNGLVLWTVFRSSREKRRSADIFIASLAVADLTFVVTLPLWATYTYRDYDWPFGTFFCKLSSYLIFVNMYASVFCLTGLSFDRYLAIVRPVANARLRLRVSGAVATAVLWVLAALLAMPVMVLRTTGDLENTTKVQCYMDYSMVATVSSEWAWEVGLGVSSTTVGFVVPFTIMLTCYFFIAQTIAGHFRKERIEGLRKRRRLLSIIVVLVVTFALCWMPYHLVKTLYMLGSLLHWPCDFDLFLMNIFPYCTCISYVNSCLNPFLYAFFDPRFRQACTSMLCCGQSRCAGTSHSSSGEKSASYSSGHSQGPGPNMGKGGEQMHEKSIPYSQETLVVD
beta cell repl: induces beta-cell replication in MIN6 cells; MIN6 cells proliferation, ATPlite luminescence, 48 h; cells starved in 0.2% serum; 100% = growth in 10% serum; proliferation, % at 10 µM; 330,000 tested, 0.29% active;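 active means compounds whose signal lies at least 3.5 SD above the mean of all wells on their plate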;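 further: 0% = DMSO-treated cells in low-serum medium and 100% = 10% serum control; some compounds called inactive have numbers as strong as hits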
tim23-1 inh: tim23-1 yeast growth inhibition; S. cerevisiae tim23-1 growth, BacTiter-Glo luminescence, 24 h; inhibition, % at 20 µM; 330,000 tested, 1.3% active;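 active means growth inhibition of the mutant yeast at or above 50%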;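 further: temperature-sensitive mutant grown at 25 °C; plate controls were DMSO-treated mutant yeast for no effect and medium wells lacking yeast for full effect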
MPTP block: inhibitors of mitochondrial permeability transition pore. 360,000 tested, 1.4% active. isolated mouse mitochondria, Ca2+ swelling absorbance, 30 min. AID 602449. inhibition, % at 10 µM;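 active means inhibition of 50% or more, scaled per plate between neutral and stimulator controls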;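 further: 0% = DMSO wells given calcium and 100% = 1 mM EGTA wells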
APJ ag: agonists of human APJ apelin receptor. P35414. CHO-K1 APJ PathHunter beta-arrestin, luminescence; 0% DMSO wells, 100% apelin. activation, % at 20 µM. 330,000 tested, 0.11% active;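 active means activation more than six SD over the plate average, tested at 20 µM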;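 further: 0% = DMSO alone and 100% = apelin-13 at 10 nM; some results filed as inactive read as strong as hits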
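Assay system: engineered CHO-K1 APJ arrestin reporter cells; Amount: 1000 CHO-K1 reporter cells seeded per well; Dosing: one dose, 20 µM compound, 1% DMSO; Times: compound stimulation 90 min at 25 °C, detection 60 min; Measured by: luminescent beta-gal fragment complementation, chemiluminescent substrate; Read-out: APJ–arrestin association signal; Controls: DMSO vs Apelin-13 10 nM.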
NALP3 yeast inh: inhibitors of NALP3 inflammasome in yeast | Yeast reconstituted NLRP3/ASC/caspase-1, beta-gal luminescence, 24 h | inhibition, % at 10 µM | 330,000 tested, 0.39% active | AID 2825;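 active means inhibition of 50% or more; inactive means inhibition below 50%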;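 further: plate controls were induced DMSO wells for no effect and uninduced yeast grown without galactose for full effect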
tim10-1 inh: growth inhibitors of tim10-1 mutant yeast. inhibition, % at 20 µM. 330,000 tested, 2.2% active. S. cerevisiae tim10-1 ts strain growth, BacTiter-Glo, 24 h;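 active means inhibition of at least 40%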;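 further: mutant grown at 25 °C; 0% = DMSO wells with yeast and 100% = wells holding no yeast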
* = called active by the depositor.

Order of results: NR3A LBD binder	TIM10 inh	APJ antag	beta cell repl	tim23-1 inh	MPTP block	APJ ag	NALP3 yeast inh	tim10-1 inh
- CCCC(=O)N1CCN(c2ccc(NC(=O)c3ccccc3)cc2)CC1
→ 1	6	0	2	11	-0.2	-1	0	9
- Cc1ccc2ccc(S(=O)(=O)n3nc(C)cc3C)cc2c1
→ -13	5	12	2	15	0.5	4	30	10
- O=C(NCc1ccccc1Cl)c1ccc2c(=O)n(CC3CCCO3)c(=S)[nH]c2c1 (stereo not drawn)
→ -6	-14	17	-2	-6	-1.6	-4	19	-4
- O=C(NCc1cccs1)c1cc(-c2ccccc2)nc2ccccc12
→ -19	5	3	-3	12	3.3	3	11	-14
- Cc1ccc(S(=O)(=O)N2CCCCC2)cc1C(=O)NCCc1ccccc1
→ 5	8	7	-3	9	0.2	1	8	22
- COc1cc2c(cc1OC)C(c1ccc(SC)cc1)CC(=O)N2 (stereo not drawn)
→ -1	18	-19	-1	8	0.3	-1	9	7
- COc1ccc(-c2nnc3ccc(SCC(=O)Nc4nccs4)nn23)cc1OC
→ 0	2	-20	-2	10	0.5	-1	1	14
- O=c1[nH]c(SCc2nc3ccccc3c(=O)n2-c2ccccc2C(F)(F)F)nc2ccccc12
→ -8	17	-6	-2	31	0.1	4	6	11
- COc1ccc(-c2noc(CSc3nnc(CCc4ccccc4)n3-c3ccccc3)n2)cc1OC
→ -1	31	16	-1	35	2.5	-5	11	30
- O=C1C(Oc2ccccc2)C(c2cccs2)N1Cc1ccc2c(c1)OCO2 (stereo not drawn)
→ -4	1	-2	-2	7	1.8	-3	20	30

Order of results: NR3A LBD binder	TIM10 inh	APJ antag	beta cell repl	tim23-1 inh	MPTP block	APJ ag	NALP3 yeast inh	tim10-1 inh
- COc1ccc(CCNC(=O)C2CCCN(S(C)(=O)=O)C2)cc1 (stereo not drawn)
→ -1	-2	6	-2	13	-0.7	1	18	-4
- O=S(=O)(Nc1ccc(C(F)(F)F)cc1)c1cnc[nH]1
→ 1	-23	11	0	15	-0.7	10	17	-3
- CCOc1ccc(S(=O)(=O)N(C)c2ccc(OCC(=O)NCC3CCCO3)cc2)cc1 (stereo not drawn)
→ -1	-9	-29	-3	18	1.2	0	9	19
- CC(=O)c1cccc(NC(=O)CNC(=O)c2cc3ccccc3o2)c1
→ 0	-22	-20	-1	-12	-0.9	1	-8	-7
- CCOC(=O)c1sc(-c2ccc(F)cc2)cc1N
→ -7	27	6	0	45	0.6	-3	-41	42*
- CC(C)C(=O)N1CCN(c2ccccc2NC(=O)Cc2ccc(Cl)cc2)CC1
→ 1	29	13	-1	23	1.5	-3	-2	27
- CCC(C)c1ccc(NC(=S)Nc2ccc(OC)cc2C)cc1 (stereo not drawn)
→ -4	32	11	0	45	8.7	-2	27	45*
- COc1ccc(-c2cc(C(=O)N(C)CC(=O)Nc3ccccc3Cl)c3ccccc3n2)cc1OC
→ -2	2	6	4	24	-2.6	14	-6	12
- Cc1cccc(OCCCC(=O)O)c1C
→ -1	12	-1	-1	12	0.3	0	-11	12
- CC(C)(C)C(=O)Nc1ccc(C(=O)NNC(=O)c2ccccc2)cc1
→ -4	5	-2	-3	-5	-0.7	-1	13	11

Five of the compounds above, with bars between the fields.
SMILES | NR3A LBD binder | TIM10 inh | APJ antag | beta cell repl | tim23-1 inh | MPTP block | APJ ag | NALP3 yeast inh | tim10-1 inh
CCOc1ccc(S(=O)(=O)N(C)c2ccc(OCC(=O)NCC3CCCO3)cc2)cc1 (stereo not drawn) | -1 | -9 | -29 | -3 | 18 | 1.2 | 0 | 9 | 19
CC(=O)c1cccc(NC(=O)CNC(=O)c2cc3ccccc3o2)c1 | 0 | -22 | -20 | -1 | -12 | -0.9 | 1 | -8 | -7
CCOC(=O)c1sc(-c2ccc(F)cc2)cc1N | -7 | 27 | 6 | 0 | 45 | 0.6 | -3 | -41 | 42*
CC(C)C(=O)N1CCN(c2ccccc2NC(=O)Cc2ccc(Cl)cc2)CC1 | 1 | 29 | 13 | -1 | 23 | 1.5 | -3 | -2 | 27
CCC(C)c1ccc(NC(=S)Nc2ccc(OC)cc2C)cc1 (stereo not drawn) | -4 | 32 | 11 | 0 | 45 | 8.7 | -2 | 27 | 45*

Other results.
Order of results: NR3A LBD binder	TIM10 inh	APJ antag	beta cell repl	tim23-1 inh	MPTP block	APJ ag	NALP3 yeast inh	tim10-1 inh
- COCCN(CC(=O)Nc1cccc(C)c1C)C(=O)c1cc(-c2ccncc2)nc2ccccc12
→ 0	0	-12	-3	14	1.1	3	17	0
- COC(=O)c1sc2nc(CN3CCN(c4cccc(C(F)(F)F)c4)CC3)[nH]c(=O)c2c1C
→ -4	-9	-2	-3	-26	4.4	-5	27	7
- O=C1N/C(=C/c2ccc(N3CCCC3)cc2)C(=O)N1c1ccccc1
→ -7	-16	-4	-2	-12	1.9	0	12	1
- O=C(c1nc2ccc(Cl)cn2c1CN1CCC[C@H]1CO)N1CCCCCCC1
→ 1	6	5	-2	12	-0.7	-3	20	8
- Cc1csc(OCc2ccc(C#N)cc2)n1
→ 3	5	-1	-1	-11	0.6	-1	-11	-4
- COc1ccc(OCC(=O)Nc2ccc3c(c2)nc(CCN2CCOCC2)n3C)cc1
→ 1	2	11	-2	1	1.2	-3	9	17
- COC(=O)c1ccccc1SC1CC(=O)N(c2ccccc2)C1=O (stereo not drawn)
→ 0	13	14	1	31	-0.6	-2	11	26
- CCOc1ccc(C(=O)NC(C(=O)NCCc2ccc(OC(F)F)cc2)C(C)C)cc1 (stereo not drawn)
→ -5	-8	-21	-2	22	-0.3	2	13	10
- CCCn1c(SCC(=O)Nc2ccc(Cl)cc2)n[nH]c1=O
→ -1	11	-4	-2	4	-3.6	-5	-11	13
- CCOC(=O)CN1N=C(c2ccc(Cl)s2)CSC1=O
→ -1	-2	-2	1	24	0.5	-3	-30	13

Ordered by heavy-atom count (lowest first): part of the list above.
Order of results: NR3A LBD binder	TIM10 inh	APJ antag	beta cell repl	tim23-1 inh	MPTP block	APJ ag	NALP3 yeast inh	tim10-1 inh
- Cc1csc(OCc2ccc(C#N)cc2)n1
→ 3	5	-1	-1	-11	0.6	-1	-11	-4
- CCOC(=O)CN1N=C(c2ccc(Cl)s2)CSC1=O
→ -1	-2	-2	1	24	0.5	-3	-30	13
- O=C1N/C(=C/c2ccc(N3CCCC3)cc2)C(=O)N1c1ccccc1
→ -7	-16	-4	-2	-12	1.9	0	12	1
- O=C(c1nc2ccc(Cl)cn2c1CN1CCC[C@H]1CO)N1CCCCCCC1
→ 1	6	5	-2	12	-0.7	-3	20	8
- COc1ccc(OCC(=O)Nc2ccc3c(c2)nc(CCN2CCOCC2)n3C)cc1
→ 1	2	11	-2	1	1.2	-3	9	17
- COCCN(CC(=O)Nc1cccc(C)c1C)C(=O)c1cc(-c2ccncc2)nc2ccccc12
→ 0	0	-12	-3	14	1.1	3	17	0

(more compounds)
Order of results: NR3A LBD binder	TIM10 inh	APJ antag	beta cell repl	tim23-1 inh	MPTP block	APJ ag	NALP3 yeast inh	tim10-1 inh
- O=S(=O)(Cc1ccccc1)N1CCC(N2CCN(c3ccccc3)CC2)CC1
→ -11	-8	-5	-1	13	0.9	-1	32	19
- O=C(NCCCN1CCOCC1)c1cc(-c2ccc(O)cc2)on1
→ 0	2	21	-4	3	-1.2	-1	8	4
- COc1ccc(-c2ncncc2-c2ccc(OC)c(OC)c2)c(O)c1
→ -2	14	9	5	5	0.7	-1	7	16
- COc1ccc(C(=O)Nc2ccc3[nH]ccc3c2)cc1
→ 31*	2	2	-4	18	1.3	-3	10	0
- Cc1nnc(Sc2c(-c3ccccc3)c3ccc(Cl)cc3[nH]c2=O)s1
→ -8	24	23	1	23	-0.1	-7	2	19
- Cc1c([N+](=O)[O-])cc(C(=O)Oc2cccc(C(=S)N3CCOCC3)c2)cc1[N+](=O)[O-]
→ 3	10	1	0	25	0.1	-2	1	30
- O=C1NC2=C(C(=O)CCC2)C(c2ccccc2[N+](=O)[O-])N1 (stereo not drawn)
→ 1	10	-28	-1	-7	0.9	3	14	-1
- COc1ccnc(NCc2ccc(Cl)cc2)c1C#N
→ -2	3	9	-1	5	-0.3	4	22	13
- N#C/C(=C\c1ccc(Cl)cc1Cl)c1n[nH]c(Cn2cncn2)n1
→ -2	-6	7	1	2	2.2	-4	-5	-3
- O=C(NCCc1ccc(Cl)cc1)C(=O)c1c[nH]c2ccccc12
→ -25	9	-6	1	12	4.7	-2	14	16

Order of results: NR3A LBD binder	TIM10 inh	APJ antag	beta cell repl	tim23-1 inh	MPTP block	APJ ag	NALP3 yeast inh	tim10-1 inh
- CCCc1oc(C(=O)O)cc1CN1CCOCC1
→ 2	13	6	-3	13	-0.7	-3	13	19
- Cc1ccccc1/C=N/Nc1nc2ccccc2c(=O)n1O
→ -1	-2	3	-2	7	1.5	-4	28	-20
- CCN(CC)S(=O)(=O)c1cccc(NC(=O)CNc2cccc(S(=O)(=O)N3CCOCC3)c2)c1
→ -2	-1	-2	-6	-5	72*	0	15	5
- COCCn1cnnc1SCC(=O)Nc1cc(C)on1
→ 3	-10	9	6	-1	-1.5	-1	5	-11
- CNC(=O)[C@H](C)[C@@H]1C[C@@]1(C)[C@@H](NC(=O)OCc1ccccc1)c1ccccc1
→ -3	-1	-75	2	-6	-1.5	-2	21	13
- CC(OC(=O)CC(NC(=O)c1ccccc1Cl)c1ccccc1)C(=O)Nc1cccc(Cl)c1Cl (stereo not drawn)
→ -3	-12	-22	-4	34	1.5	-3	8	10
- Cc1cccc(C(=O)N(Cc2ccc(C)o2)C2CCS(=O)(=O)C2)c1 (stereo not drawn)
→ 0	1	6	2	10	-0.3	-5	6	7
- COCCn1c(=S)[nH]c2cc(C(=O)N3CC(C)CC(C)C3)ccc2c1=O (stereo not drawn)
→ -2	-33	11	1	-8	1.0	1	4	41*
- CCCOc1cc(C)c(S(=O)(=O)NC2CC(C)(C)NC(C)(C)C2)cc1C
→ -3	15	-2	-6	11	2.1	-1	8	-6

Bioassay records from PubChem.
